Screening results (PubChem BioAssay)
MazEF act: activators of E. coli MazEF toxin-antitoxin RNase, primary screen, biochemical, fluorescence, uHTS | Endoribonuclease toxin MazF (Escherichia coli (strain K12)), P0AE70 | FAM/BHQ RNA-DNA oligo cleavage fluorescence, 5 h | activation, % at 20 µM | 350,000 tested, 0.32% active; in the data active means activation above about 50%
Target sequence (P0AE70 whole entry, looked up): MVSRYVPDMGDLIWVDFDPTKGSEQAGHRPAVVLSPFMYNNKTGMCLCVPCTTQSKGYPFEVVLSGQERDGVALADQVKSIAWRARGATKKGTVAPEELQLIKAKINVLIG
BoNT-A LC inh2: BoNT/A light chain protease inhibitors, primary screen, biochemical, flow cytometry, MLPCN library. Botulinum neurotoxin type A light chain protease (Clostridium botulinum A str. ATCC 3502). multiplex microsphere protease substrate cleavage. inhibition, % at 10 µM. 360,000 tested, 0.17% active. AID 588499, 2011; further: plate controls were buffer without enzyme for full effect and enzyme alone for no effect
BoNT-F LC inh: BoNT/F light chain protease inhibitors, primary screen, biochemical, flow cytometry, MLPCN library; Botulinum neurotoxin type F light chain protease (Clostridium botulinum); AID 588497, 2011; Multiplex microsphere protease cleavage assay; 360,000 tested, 0.22% active; inhibition, % at 10 µM; in the data active means inhibition above about 35%, passing the limit was not always enough; inconclusive means no clear call, values can overlap the other calls; further: plate controls were buffer without enzyme for full effect and enzyme alone for no effect
Anthrax LF prot: Bacillus anthracis LF protease inhibitors, primary screen, biochemical, multiplex microsphere, MLPCN library; Lethal factor (Bacillus anthracis), P15917; multiplex microsphere protease cleavage assay; inhibition, % at 10 µM; 360,000 tested, 0.12% active; further: plate controls were buffer without enzyme for full effect and enzyme alone for no effect
Target sequence (P15917 whole entry, looked up): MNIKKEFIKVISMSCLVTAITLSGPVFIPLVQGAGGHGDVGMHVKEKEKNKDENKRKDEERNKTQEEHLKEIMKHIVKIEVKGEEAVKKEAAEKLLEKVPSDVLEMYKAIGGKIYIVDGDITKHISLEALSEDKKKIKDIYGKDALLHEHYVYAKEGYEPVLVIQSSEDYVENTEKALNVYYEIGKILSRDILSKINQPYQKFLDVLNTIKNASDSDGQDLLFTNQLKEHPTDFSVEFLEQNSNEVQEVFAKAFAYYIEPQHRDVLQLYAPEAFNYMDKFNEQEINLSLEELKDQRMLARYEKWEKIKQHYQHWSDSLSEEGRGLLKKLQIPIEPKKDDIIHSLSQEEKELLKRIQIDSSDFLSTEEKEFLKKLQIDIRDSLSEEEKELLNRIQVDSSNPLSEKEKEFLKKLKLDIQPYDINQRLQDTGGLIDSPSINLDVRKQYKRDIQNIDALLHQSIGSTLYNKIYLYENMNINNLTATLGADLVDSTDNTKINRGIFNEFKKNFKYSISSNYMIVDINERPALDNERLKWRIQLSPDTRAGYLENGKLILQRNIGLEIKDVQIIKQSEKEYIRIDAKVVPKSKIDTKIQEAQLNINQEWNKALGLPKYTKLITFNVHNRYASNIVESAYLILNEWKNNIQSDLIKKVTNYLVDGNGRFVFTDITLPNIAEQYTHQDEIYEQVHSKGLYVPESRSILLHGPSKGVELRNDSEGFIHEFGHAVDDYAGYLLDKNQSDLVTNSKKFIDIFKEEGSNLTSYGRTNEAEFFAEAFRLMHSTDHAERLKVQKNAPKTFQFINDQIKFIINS
PriA SSB inh: inhibitors of Klebsiella pneumoniae PriA binding to SSB C-terminal tail, primary screen, biochemical, AlphaScreen. PriA–SSB C-terminal tail interaction (Klebsiella pneumoniae). AlphaScreen SSBct-PriA binding, biotinylated peptide. inhibition, % at 33 µM. 430,000 tested, 0.6% active. AID 1272365, 2023; in the data active means inhibition mostly above about 37%, no sharp cut-off; inactive means mostly below about 20%;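 further: plate controls were negative control peptide for no effect and reference peptide for full effect; strong numbers were not always called active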
PrPC TRFRET: inhibitors of human cell surface prion protein PrPC, primary screen, cell-based, TR-FRET | inhibition, % at 13.8 µM | TR-FRET read-out | 370,000 tested, 0.43% active | Major prion protein (Homo sapiens), P04156; in the data active means inhibition above about 24%; further: 0% = median of the test wells and 100% = reference compound wells
DUSP3 inh: VHR1 phosphatase inhibitors, primary screen, biochemical, absorbance, uHTS; recombinant VHR phosphatase, pNPP absorbance; inhibition, % at 13.3 µM; 290,000 tested, 0.52% active; in the data active means inhibition above about 50%; further: some compounds called inactive have numbers as strong as hits
Target sequence (P51452 whole entry, looked up): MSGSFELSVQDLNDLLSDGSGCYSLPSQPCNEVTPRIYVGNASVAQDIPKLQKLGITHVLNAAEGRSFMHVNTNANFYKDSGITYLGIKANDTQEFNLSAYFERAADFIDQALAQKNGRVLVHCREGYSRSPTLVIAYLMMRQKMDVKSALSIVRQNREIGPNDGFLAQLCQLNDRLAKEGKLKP
CCHF vOTU inh: CCHFV vOTU protease inhibitors, primary screen, biochemical, Pep-AMC substrate, fluorescence; AID 651958, 2012; Crimean-Congo hemorrhagic fever virus L polyprotein viral ovarian tumor (vOTU) protease …; inhibition, % at 11.5 µM; 370,000 tested, 0.55% active; in the data active means inhibition above about 30%; further: 0% = vehicle wells with enzyme and 100% = no enzyme wells
SARS 3CLpro inh: SARS-CoV 3CLpro protease inhibitors, primary screen, biochemical, quenched FRET | Replicase polyprotein 1ab (Severe acute respiratory syndrome coronavirus), P0C6X7 | recombinant SARS-CoV 3CLpro, quenched FRET peptide cleavage | inhibition, % at 6 µM | 290,000 tested, 0.14% active; in the data active means inhibition above about 12%
Rv3671c protease: Rv3671c serine protease inhibitors, primary screen, biochemical, fluorescence polarization, M. tuberculosis H37Rv; 320,000 tested, 0.048% active; inhibition, % at 5.96 µM; AID 2606, 2010; P9WHR9; in the data active means inhibition above about 38%;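 further: extracellular domain of Rv3671c used as enzyme; 0% = enzyme with DMSO and 100% = no enzyme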
The depositor's hits bear a star. Unless noted, no stated cut-off is given here; in the data, active means inhibition above about 30%; inconclusive means no clear call, values can overlap the other calls; inactive means below that. Only part of the results is shown (hit frequency here may not be typical).

`O=C(CCOc1ccccc1)Nc1ccc(Cl)c(S(=O)(=O)N2CCOCC2)c1` gave MazEF act -1, BoNT-A LC inh2 0.7, BoNT-F LC inh -1, Anthrax LF prot 0, PriA SSB inh -13, PrPC TRFRET 1 and CCHF vOTU inh 1.
Cn1cc(S(=O)(=O)N2CCN(c3cccc(C(F)(F)F)c3)CC2)c(=O)n(C)c1=O was read as MazEF act 19, BoNT-A LC inh2 0.0, BoNT-F LC inh -4, Anthrax LF prot -6, PriA SSB inh 1, PrPC TRFRET -4, DUSP3 inh -28, CCHF vOTU inh 10, SARS 3CLpro inh -1 and Rv3671c protease 8.
`CCC(=O)N1CCc2cc(Br)cc(S(=O)(=O)NCc3ccccc3OC)c21` gave MazEF act -2, BoNT-A LC inh2 -2.1, BoNT-F LC inh 3, Anthrax LF prot -11, PriA SSB inh 1, PrPC TRFRET -2, DUSP3 inh -3, CCHF vOTU inh 6, SARS 3CLpro inh -1 and Rv3671c protease -14.
COc1ccc2c(c1)O[C@@H](c1cccc(C(F)(F)F)c1)[C@H](OC(=O)Nc1ccc(OC(F)F)cc1)C2=O was read as MazEF act 2, PriA SSB inh -18, DUSP3 inh -3, SARS 3CLpro inh 1 and Rv3671c protease -37.
Screening CCCCCc1c(O)nc(SCCN(CC)CC)[nH]c1=O returned MazEF act 9, BoNT-A LC inh2 -0.6, BoNT-F LC inh -6, Anthrax LF prot -4, PriA SSB inh -14, PrPC TRFRET -8, DUSP3 inh 16, CCHF vOTU inh 2, SARS 3CLpro inh 1 and Rv3671c protease -5.
Screening CCN(CC1CCCO1)C(=O)CCc1nnc(CCc2ccccc2OC)o1 (centres undefined) returned MazEF act -1, BoNT-A LC inh2 0.0, BoNT-F LC inh 0, Anthrax LF prot 8, PriA SSB inh 6, PrPC TRFRET -4, DUSP3 inh 26, CCHF vOTU inh -7, SARS 3CLpro inh -3 and Rv3671c protease 4.
Nc1ccc(C(=O)NCCCCCCNC(=O)c2ccc(N)cc2)cc1 was read as MazEF act 4, BoNT-A LC inh2 0.5, BoNT-F LC inh 7, Anthrax LF prot 12, PriA SSB inh -9, PrPC TRFRET -6, DUSP3 inh 14, CCHF vOTU inh -12, SARS 3CLpro inh -3 and Rv3671c protease -4.
CCOC(=O)c1cc(-c2ccccc2)n(CC2CC(c3ccc(OC)cc3)=NO2)n1 (centres undefined) was read as MazEF act -3, BoNT-A LC inh2 -0.8, BoNT-F LC inh 0, Anthrax LF prot -12, PriA SSB inh 5, PrPC TRFRET -2, DUSP3 inh 6, CCHF vOTU inh 4, SARS 3CLpro inh -2 and Rv3671c protease 3.
Cc1ccccc1NC(=O)CON=C(N)c1ccccc1 was read as MazEF act 4, BoNT-A LC inh2 0.3, BoNT-F LC inh -2, Anthrax LF prot 1, PriA SSB inh -8, PrPC TRFRET 2, CCHF vOTU inh -2 and Rv3671c protease -1.
`CCOc1ccc(S(=O)(=O)NCCC2=CCCCC2)c2ccccc12` gave MazEF act -6, BoNT-A LC inh2 inconclusive, BoNT-F LC inh -4, Anthrax LF prot -2, PriA SSB inh -18, PrPC TRFRET 9, DUSP3 inh -8, CCHF vOTU inh 6, SARS 3CLpro inh 0 and Rv3671c protease -14.
Cc1cc(C)c(C)c(S(=O)(=O)N2CCN(C(=O)c3cc(S(=O)(=O)N4CCOCC4)ccc3F)CC2)c1C was read as MazEF act 6, BoNT-A LC inh2 6.4, BoNT-F LC inh 18, Anthrax LF prot 0, PriA SSB inh 0, PrPC TRFRET 0, CCHF vOTU inh 15 and Rv3671c protease 1.
Screening CCn1c(CCc2ccccc2)nnc1SCC(N)=O returned MazEF act 13, BoNT-A LC inh2 3.9, BoNT-F LC inh 37*, Anthrax LF prot 28, PriA SSB inh 4, PrPC TRFRET 1, DUSP3 inh 8, CCHF vOTU inh 13, SARS 3CLpro inh -6 and Rv3671c protease -2.
For CC(C)C(NC(=O)c1ccccc1F)C(=O)NCc1ccc(S(=O)(=O)N2CCOCC2)cc1 (centres undefined) the results were MazEF act 1, BoNT-A LC inh2 4.4, BoNT-F LC inh 11, Anthrax LF prot 0, PriA SSB inh 12, PrPC TRFRET -2 and CCHF vOTU inh -11.
Screening CCCn1nc(C(=O)Nc2nc(-c3ccccn3)cs2)c2ccccc2c1=O returned MazEF act 10, BoNT-A LC inh2 1.3, BoNT-F LC inh -5, Anthrax LF prot -6, PriA SSB inh -9, PrPC TRFRET -9, CCHF vOTU inh 10 and Rv3671c protease -17.
COc1ccc(CCC(=O)Nc2nc3ccccc3[nH]2)cc1OC was read as MazEF act 3, BoNT-A LC inh2 -0.4, BoNT-F LC inh -5, Anthrax LF prot 1, PriA SSB inh -1, PrPC TRFRET 0, DUSP3 inh -15, CCHF vOTU inh -7, SARS 3CLpro inh 1 and Rv3671c protease -3.

Overlap with the part before: 2 entries, then new ones.
Screening CCCn1nc(C(=O)Nc2nc(-c3ccccn3)cs2)c2ccccc2c1=O returned MazEF act 10, BoNT-A LC inh2 1.3, BoNT-F LC inh -5, Anthrax LF prot -6, PriA SSB inh -9, PrPC TRFRET -9, CCHF vOTU inh 10 and Rv3671c protease -17.
COc1ccc(CCC(=O)Nc2nc3ccccc3[nH]2)cc1OC was read as MazEF act 3, BoNT-A LC inh2 -0.4, BoNT-F LC inh -5, Anthrax LF prot 1, PriA SSB inh -1, PrPC TRFRET 0, DUSP3 inh -15, CCHF vOTU inh -7, SARS 3CLpro inh 1 and Rv3671c protease -3.
`CCN1CCN(CCC(=O)Nc2ccc(Br)cc2)CC1` gave MazEF act -10, BoNT-A LC inh2 -0.9, BoNT-F LC inh -13, Anthrax LF prot 0, PriA SSB inh -7, PrPC TRFRET 8, DUSP3 inh 20, CCHF vOTU inh -4, SARS 3CLpro inh -1 and Rv3671c protease -4.
`CN(C(=O)CS(=O)(=O)c1cn(CC(=O)N2CCCCC2)c2ccccc12)c1ccccc1` gave MazEF act -5, BoNT-A LC inh2 -0.2, BoNT-F LC inh 6, Anthrax LF prot -2, PriA SSB inh 5, PrPC TRFRET -5, DUSP3 inh 6, CCHF vOTU inh -2, SARS 3CLpro inh -2 and Rv3671c protease 2.
For CCOC(=O)C1=C(C)N(C)C(=O)NC1c1c(O)ccc2ccccc12 (centres undefined) the results were MazEF act 0, BoNT-A LC inh2 0.2, BoNT-F LC inh 9, Anthrax LF prot 10, PriA SSB inh 7, PrPC TRFRET -2, DUSP3 inh 26, CCHF vOTU inh -5, SARS 3CLpro inh 0 and Rv3671c protease -2.
Cc1ccc(N2CC(C(=O)N/N=C/c3c(F)cccc3Cl)CC2=O)cc1 (centres undefined) was read as MazEF act 7, BoNT-A LC inh2 3.0, BoNT-F LC inh 0, Anthrax LF prot -2, PrPC TRFRET -3, DUSP3 inh 8, CCHF vOTU inh -4, SARS 3CLpro inh 2 and Rv3671c protease 5.
Screening Cc1ccc(NC(=O)CN2C(=O)S/C(=C/c3ccncc3)C2=O)cc1 returned MazEF act 1, BoNT-A LC inh2 3.4, BoNT-F LC inh -3, Anthrax LF prot 1, PriA SSB inh 2, PrPC TRFRET 2, DUSP3 inh 15, CCHF vOTU inh 18, SARS 3CLpro inh 0 and Rv3671c protease -1.
Screening O=C(CSc1nn(-c2ccc(F)cc2)c(=S)s1)NC1CCS(=O)(=O)C1 (centres undefined) returned MazEF act 1, BoNT-A LC inh2 0.5, BoNT-F LC inh 4, Anthrax LF prot 1, PriA SSB inh -5, PrPC TRFRET -1, DUSP3 inh 8, CCHF vOTU inh 4, SARS 3CLpro inh 7 and Rv3671c protease 1.
`CSCCC(NC(=O)c1ccccc1)C(=O)NCc1ccco1` (centres undefined) gave MazEF act 2, BoNT-A LC inh2 2.7, BoNT-F LC inh 22, Anthrax LF prot 2, PriA SSB inh 4, PrPC TRFRET 0, DUSP3 inh 3, CCHF vOTU inh -15, SARS 3CLpro inh -3 and Rv3671c protease 1.
For CCCn1c(N)c(NCCN2CCOCC2)c(=O)n(CC(=O)NCc2ccccc2)c1=O the results were MazEF act 4, BoNT-A LC inh2 0.0, BoNT-F LC inh 3, Anthrax LF prot -5, PriA SSB inh -16, PrPC TRFRET 8, DUSP3 inh 13, CCHF vOTU inh 1, SARS 3CLpro inh 2 and Rv3671c protease 8.
For CCCc1[nH]nc2c1C(c1ccccc1OC)C(C#N)=C(N)O2 (centres undefined) the results were MazEF act 7, BoNT-A LC inh2 -1.4, BoNT-F LC inh -9, Anthrax LF prot -8, PriA SSB inh -3, PrPC TRFRET -2, DUSP3 inh 21, CCHF vOTU inh 5, SARS 3CLpro inh 0 and Rv3671c protease -5.
`COc1ccc(NS(=O)(=O)c2cc(NC(=O)c3ccc(C)s3)ccc2N2CCOCC2)cc1` gave MazEF act -1, BoNT-A LC inh2 -0.6, BoNT-F LC inh 2, Anthrax LF prot -12, PriA SSB inh -14, PrPC TRFRET -6, DUSP3 inh 5, CCHF vOTU inh 18, SARS 3CLpro inh 1 and Rv3671c protease -23.
For c1ccn2c(c1)nc1c2nc2ccccn21 the results were MazEF act -4, BoNT-A LC inh2 -1.5, BoNT-F LC inh -2, Anthrax LF prot 1, PriA SSB inh 2, PrPC TRFRET 0, DUSP3 inh -25, CCHF vOTU inh -309, SARS 3CLpro inh 1 and Rv3671c protease -4.
For CC1(C2CC2)NC(=O)N(CC(=O)Nc2ccc(Cl)c([N+](=O)[O-])c2)C1=O (centres undefined) the results were MazEF act 0, BoNT-A LC inh2 0.2, BoNT-F LC inh 1, Anthrax LF prot -6, PriA SSB inh 2, PrPC TRFRET -9, CCHF vOTU inh 8 and Rv3671c protease 5.
O=C1OCC2=C1C(c1ccccc1)CC(=O)N2c1cccc(F)c1 (centres undefined) was read as MazEF act -17, BoNT-A LC inh2 -1.3, BoNT-F LC inh -1, Anthrax LF prot -2, PriA SSB inh -15, PrPC TRFRET -1, DUSP3 inh -2, CCHF vOTU inh 6, SARS 3CLpro inh -2 and Rv3671c protease 5.
For O=C(Nc1cccnc1)c1ccc(-c2ccccc2)cc1 the results were MazEF act -3, BoNT-A LC inh2 0.2, BoNT-F LC inh 2, Anthrax LF prot -1, PriA SSB inh 1, PrPC TRFRET 10, DUSP3 inh 30, CCHF vOTU inh 15, SARS 3CLpro inh 2 and Rv3671c protease -3.
COCCNC(=O)C1CCC(CNS(=O)(=O)c2c(C)cc(C)cc2C)CC1 (centres undefined) was read as MazEF act -6, BoNT-A LC inh2 -3.2, BoNT-F LC inh 5, Anthrax LF prot -1, PriA SSB inh 1, PrPC TRFRET -4, DUSP3 inh -11, CCHF vOTU inh 3, SARS 3CLpro inh 4 and Rv3671c protease 2.
Cc1nc2nc[nH]n2c(=O)c1NS(C)(=O)=O was read as MazEF act 3, BoNT-A LC inh2 -1.8, BoNT-F LC inh -10, Anthrax LF prot -4, PriA SSB inh -16, PrPC TRFRET 6, DUSP3 inh 3, CCHF vOTU inh 7, SARS 3CLpro inh 8 and Rv3671c protease 7.
For Cc1cccc(C(=O)N2N=C(c3ccc(NS(C)(=O)=O)cc3)CC2c2cccs2)c1 (centres undefined) the results were MazEF act -1, BoNT-A LC inh2 0.8, BoNT-F LC inh 16, Anthrax LF prot 10, PriA SSB inh 4, PrPC TRFRET 8, DUSP3 inh 10, CCHF vOTU inh -14, SARS 3CLpro inh 4 and Rv3671c protease -9.
